TNAP act hi DEA: activators of human TNAP at high phosphate acceptor concentration; activation factor at 20 µM; AID 1136; P05186; purified TNAP, CDP-star luminescence, 1 M DEA, 30 min; hits give high values; 0 = EDTA background, 1 = DMSO-only activity; 200,000 tested, under 10 active;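 active means activation factor at least 2 at 20 µM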
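Measured by: Luminescent substrate turnover signal | Test system: Human TNAP | Input: TNAP 1/800 final | Dosing: 20 µM single point | Schedule: 30 min, room temperature | Controls: EDTA wells as negative control, DMSO wells as positive control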
G6PDH counter: L. mesenteroides G6PDH inhibition counter-screen. 200,000 compounds, 0.12% hits. Purified L. mesenteroides G6PDH, diaphorase/resazurin coupled fluorescence, 45 min. inhibition, % at 5 µM. AID 1020; in the data active means inhibition above about 50%
PMI act: increases human mannose-6-phosphate isomerase activity; P34949; purified human PMI, coupled resazurin fluorescence, 20 min; hits give high values; 1 = vehicle control, 0 substrate-free wells; activation factor at 20 µM; 190,000 compounds, 0.005% hits; AID 1214;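 active means activation factor of 2 or more at 20 µM, relative to plate controls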
Diaph act CS: diaphorase activation or chemical reduction counter-screen. Diaphorase/resazurin coupled assay, resorufin fluorescence, 16 min; hits give high values; 1 = vehicle wells, 0 = NADH-free wells. activation factor at 20 µM. 190,000 compounds, 0.005% hits;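 active means diaphorase activity raised at least twofold by the compound at 20 µM; inactive means activation factor below 2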
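Measured by – red resorufin fluorescence at 544/590 nm excitation/emission · Test system – Clostridium kluyveri diaphorase, purified enzyme · Incubation – reaction time 16 min, room temperature · Buffer or medium – 50 mM HEPES pH 7.4 with 4.542 mM MgCl2, 0.005% Tween 20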
FLuc stim CS: firefly luciferase counter-screen for stimulation assays; activation factor at 10 µM; 200,000 tested, under 10 active; ATPlite luciferase biochemical, luminescence, 10 min; 0 = ATP-free wells, 1 = DMSO control;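 active means luciferase activation factor, scaled between plate controls, of at least 2 with compound at 10 µM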
Target sequence (P08659 whole entry, looked up): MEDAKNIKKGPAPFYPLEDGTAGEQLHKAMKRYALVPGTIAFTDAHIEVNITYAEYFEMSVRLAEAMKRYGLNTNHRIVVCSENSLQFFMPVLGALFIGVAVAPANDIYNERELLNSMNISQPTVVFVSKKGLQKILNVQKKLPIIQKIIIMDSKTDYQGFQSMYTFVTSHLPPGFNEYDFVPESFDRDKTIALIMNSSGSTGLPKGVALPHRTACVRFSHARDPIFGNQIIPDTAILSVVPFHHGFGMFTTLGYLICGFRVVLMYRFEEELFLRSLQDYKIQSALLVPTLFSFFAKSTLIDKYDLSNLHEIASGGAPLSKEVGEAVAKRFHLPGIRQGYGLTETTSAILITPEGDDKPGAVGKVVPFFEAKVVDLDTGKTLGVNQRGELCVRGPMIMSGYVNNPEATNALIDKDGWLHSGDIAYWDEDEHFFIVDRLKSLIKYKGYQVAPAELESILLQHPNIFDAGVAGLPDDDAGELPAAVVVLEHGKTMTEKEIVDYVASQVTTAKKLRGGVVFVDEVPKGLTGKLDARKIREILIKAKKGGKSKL
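Assay system: Luciferase/luciferin detection reagent, cell-free biochemical luciferase assay / Also added: ATP substrate / Schedule: 10 min at ambient temperature / Measured by: luminescence measurement of luciferase light output / Benchmarks: low control with PBS replacing ATP, high control enzyme plus ATP without compound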
Efa HMGR inh: E. faecalis class II HMG-CoA reductase inhibition; inhibition, % at 10 µM; purified E. faecalis HMGR, NADPH absorbance 340 nm kinetic; AID 1066; 190,000 compounds, 0.41% hits;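 active means inhibition above a set limit, the median over all tested compounds plus 3 SD, cut at about 9.5% in these data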;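 further: enzyme runs in reverse so mevalonate oxidation gives rising NADPH absorbance; 0% = complete reaction with DMSO and 100% = background rate lacking mevalonate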
PMI act satM6P: PMI (human) activation, high substrate; coupled PMI enzyme assay, resazurin fluorescence, 20 min; hits give high values; 1 = untreated enzyme, 0 = substrate-free blank; activation factor at 20 µM; 190,000 compounds, 0.34% hits;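 active means activation factor of 2 or more at 20 µM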
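Test system: human phosphomannose isomerase with PGI, G6PDH, diaphorase coupling enzymes; Amount: PMI at 15 ng/mL final; Reagent: Mannose-6-phosphate 1.0 mM (near-saturating) plus 0.22 mM NADP+; Timing: 20 min, room temperature; Technique: resorufin fluorescence at Ex 544/Em 590 nm; Dosing: 20 µM single dose.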
TNAP inh hiacc: TNAP (human) inhibition, high acceptor. inhibition, % at 20 µM. AID 1135. 200,000 compounds, 0.03% hits. purified TNAP, CDP-star luminescence, 1 M DEA. P05186;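 active means over 50% inhibition of tissue-nonspecific alkaline phosphatase at 20 µM in the single-dose screen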;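 further: plate controls were DMSO wells for no effect and EDTA-quenched wells as full inhibition for full effect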
TNAP inh noacc: TNAP (human) inhibition, acceptor-free conditions; P05186; purified TNAP, CDP-star luminescence, 30 min; 200,000 compounds, 0.26% hits; inhibition, % at 20 µM;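 active means tissue-nonspecific alkaline phosphatase inhibition above about 50% at 20 µM in the single-dose screen, limit read from the data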;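 further: 0% = DMSO negative control and 100% = EDTA positive control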
Diaph inh CS: diaphorase inhibition or chemical oxidation counter-screen; diaphorase resazurin-to-resorufin fluorescence, NADH, 16 min; bacterial (C. kluyveri) enzyme, not human; inhibition, % at 20 µM; 190,000 compounds, 0.69% hits; AID 1217;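 active means primary screen inhibition at 20 µM above a set limit, cut at about 50% in these data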;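 further: plate controls were DMSO with full reaction for no effect and wells lacking NADH for full effect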
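System: Diaphorase enzyme from Clostridium kluyveri | Amount: Enzyme working solution with 0.14 U/mL diaphorase | Benchmarks: No-NADH positive control and DMSO neutral control | Signal: Fluorescence of resorufin formed from resazurin, Ex 544/Em 590 nm | Schedule: 16-min room-temperature incubation before reading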
Active calls of the source: *; . = not tested or not shown.

SMILES	TNAP act hi DEA	G6PDH counter	PMI act	Diaph act CS	FLuc stim CS	Efa HMGR inh	PMI act satM6P	TNAP inh hiacc	TNAP inh noacc	Diaph inh CS
C=CCN(Cc1cc(OC)ccc1OC)S(=O)(=O)N(C)C	1.1	6	1	1.1	1	-10	1.1	-6	-11	-10
Cc1cccc(OCCN2C(=O)C(=O)c3cc(C)ccc32)c1	1	10	.	.	0.9	1	.	-3	-9	.
Cc1ccc(SCC(=O)Nc2ccc(N3CCOCC3)cc2)c(C)c1	1	8	1.2	1	1.1	-4	0.6	0	-9	2
CC12CC3(C)CC(C)(C1)CC(C(=O)NC(=S)N1CCCC1)(C2)C3	1.1	2	1	0.9	1.1	1	1	-5	0	8
S=C(NCc1ccc(Cl)c(Cl)c1)Nc1ccc2c(c1)OCO2	1	-3	0.9	0.8	1.1	6	0.9	-4	-15	17
Cc1cc(C)n2nc(CC#N)c(C#N)c2n1	1	10	0.9	0.9	1	9	0.9	1	0	8
COCCCn1c(SCc2nc3ccccc3c(=O)[nH]2)nc2ccccc2c1=O	1	-1	1	0.9	1	1	1.1	0	-7	12
O=C(NCc1ccco1)c1cc([N+](=O)[O-])ccc1N1CCOCC1	1	4	1.3	0.8	1	-2	1.2	-1	-6	17
CCOC(=O)C1=C(C)NC(=O)NC1c1ccccc1 (configuration not stated)	1	16	1	0.9	1.1	-2	1	-4	-11	14
COc1ccc(S(=O)(=O)NC(N)=NCCc2ccc(OC)c(OC)c2)cc1	1	2	1	0.9	1	-8	0.9	-5	-3	9

2 records drawn at random from the list so far, as already listed:
SMILES	TNAP act hi DEA	G6PDH counter	PMI act	Diaph act CS	FLuc stim CS	Efa HMGR inh	PMI act satM6P	TNAP inh hiacc	TNAP inh noacc	Diaph inh CS
O=C(NCc1ccco1)c1cc([N+](=O)[O-])ccc1N1CCOCC1	1	4	1.3	0.8	1	-2	1.2	-1	-6	17
Cc1cc(C)n2nc(CC#N)c(C#N)c2n1	1	10	0.9	0.9	1	9	0.9	1	0	8

New compounds follow:
SMILES	TNAP act hi DEA	G6PDH counter	PMI act	Diaph act CS	FLuc stim CS	Efa HMGR inh	PMI act satM6P	TNAP inh hiacc	TNAP inh noacc	Diaph inh CS
O=C(CSc1ncnc2sc3c(c12)CCCC3)c1ccccc1	1	1	1	1	1	-1	1	3	-2	4
N#Cc1c(-c2ccc(F)cc2)ccnc1N1CCOCC1	1.1	14	1	0.8	1	-4	1.1	-6	-13	17
O=C(Nc1ccccc1O)c1ccccc1O	1	5	0.9	0.8	0.6	-3	0.8	-3	-12	25
Cc1[nH]n(-c2ccccc2)c(=O)c1C=Nc1ccc2[nH]c(=O)[nH]c2c1	1	-17	0.9	0.7	1	-8	0.9	-1	-45	29
Cc1nc2ccccc2n1CC(=O)NN	1.1	7	1	0.9	1	0	1	-10	-11	8
O=S(=O)(/N=C(/Nc1ccccc1)C(F)(F)F)c1ccccc1	1	1	1.1	0.9	1.1	-5	1.1	-3	-20	14
CCOC(=O)c1[nH]c2cc3c(cc2c1NC(=O)CN1CCCCC1C)OCO3 (configuration not stated)	0.9	-2	1	1	1	2	1.1	6	2	2
COc1ccc(C2CC(c3cccs3)=NN2C(=O)CSc2nc3ccccc3s2)cc1 (configuration not stated)	1	-17	1	0.9	1.1	-3	1	-3	2	12
CCOC(=O)Cc1csc(NC(=O)CSc2nnc(-n3nc(C)cc3C)c3ccccc23)n1	1	-4	1	0.9	1	-3	0.9	-2	-5	11
Cc1ccc(Nc2nnc(SCC(=O)Nc3cccc(S(=O)(=O)NC4=NCCCCC4)c3)s2)cc1	1	16	0.7	0.8	0.5	-3	0.9	-2	-24	22

Molecules above with fluorine (2):
SMILES	TNAP act hi DEA	G6PDH counter	PMI act	Diaph act CS	FLuc stim CS	Efa HMGR inh	PMI act satM6P	TNAP inh hiacc	TNAP inh noacc	Diaph inh CS
N#Cc1c(-c2ccc(F)cc2)ccnc1N1CCOCC1	1.1	14	1	0.8	1	-4	1.1	-6	-13	17
O=S(=O)(/N=C(/Nc1ccccc1)C(F)(F)F)c1ccccc1	1	1	1.1	0.9	1.1	-5	1.1	-3	-20	14

Taken from above:
CCOC(=O)Cc1csc(NC(=O)CSc2nnc(-n3nc(C)cc3C)c3ccccc23)n1 | Efa HMGR inh: -3
Cc1nc2ccccc2n1CC(=O)NN | PMI act: 1

Further entries
SMILES	TNAP act hi DEA	G6PDH counter	PMI act	Diaph act CS	FLuc stim CS	Efa HMGR inh	PMI act satM6P	TNAP inh hiacc	TNAP inh noacc	Diaph inh CS
CSc1ccccc1NC(=O)COC(=O)c1ccccc1Cc1ccccc1	1.1	-5	1	0.8	1.1	-1	1	-6	-10	16
O=C(CNC1CCCCC1)Nc1cc(S(=O)(=O)N2CCOCC2)ccc1Cl	1	3	0.9	0.9	1.1	-1	0.9	-5	-3	12
O=P(Cc1ccncc1)(c1ccccc1)c1ccccc1	1	0	1.1	1	1	-10	1.1	2	-15	-3
CC(C)(C)Cc1nnc(NC(=O)Cc2ccc([N+](=O)[O-])cc2)s1	0.9	4	1	1.1	1	-1	1.2	8	-14	-6
Cc1ccc(NC(=S)NCCSc2ccc(Cl)cc2)c(C)c1	1.1	11	1	0.9	1	-5	0.9	-12	-28	6
O=C(NCc1cccnc1)C(=O)Nc1nccs1	1.1	10	1.1	1.1	1	-8	1	-5	-20	-5
Cc1ccc(Oc2ccccc2/C=N/O)cc1	1	-13	0.8	0.7	1.1	-4	0.8	-4	-5	28
N#Cc1c[nH]n2c(=O)cc(Cc3ccccc3)nc12	1	-13	0.8	0.8	1	-3	0.9	0	-8	18
COc1ccc(NC(=O)CCCC(=O)OCC(F)(F)C(F)F)cc1	1	16	0.9	0.9	1.1	.	0.9	1	-10	14
O=C(/C=C/c1ccc(S(=O)(=O)N2CCOCC2)cc1)NC(=S)Nc1ccc(Cl)cc1Cl	1	-8	0.9	0.8	1.1	-5	0.9	-4	-37	16

Laid out differently: results already given
canonical_smiles | TNAP act hi DEA | G6PDH counter | PMI act | Diaph act CS | FLuc stim CS | Efa HMGR inh | PMI act satM6P | TNAP inh hiacc | TNAP inh noacc | Diaph inh CS
CSc1ccccc1NC(=O)COC(=O)c1ccccc1Cc1ccccc1 | 1.1 | -5 | 1 | 0.8 | 1.1 | -1 | 1 | -6 | -10 | 16
O=C(CNC1CCCCC1)Nc1cc(S(=O)(=O)N2CCOCC2)ccc1Cl | 1 | 3 | 0.9 | 0.9 | 1.1 | -1 | 0.9 | -5 | -3 | 12
O=P(Cc1ccncc1)(c1ccccc1)c1ccccc1 | 1 | 0 | 1.1 | 1 | 1 | -10 | 1.1 | 2 | -15 | -3
CC(C)(C)Cc1nnc(NC(=O)Cc2ccc([N+](=O)[O-])cc2)s1 | 0.9 | 4 | 1 | 1.1 | 1 | -1 | 1.2 | 8 | -14 | -6
Cc1ccc(NC(=S)NCCSc2ccc(Cl)cc2)c(C)c1 | 1.1 | 11 | 1 | 0.9 | 1 | -5 | 0.9 | -12 | -28 | 6
O=C(NCc1cccnc1)C(=O)Nc1nccs1 | 1.1 | 10 | 1.1 | 1.1 | 1 | -8 | 1 | -5 | -20 | -5

(continued)
SMILES	TNAP act hi DEA	G6PDH counter	PMI act	Diaph act CS	FLuc stim CS	Efa HMGR inh	PMI act satM6P	TNAP inh hiacc	TNAP inh noacc	Diaph inh CS
Cc1ccc(S(=O)(=O)N(CC(=O)N2CCOCC2)CC(=O)N2CCOCC2)cc1	1	14	1	1	1	0	1	-1	-7	0
O=C(Nc1cccc(F)c1)c1cc(S(=O)(=O)N2CCOCC2)cs1	1	10	0.9	0.8	1	-4	0.9	2	1	17
CCCC(=O)Nc1nnc(-c2ccccc2)o1	1.1	7	1	0.8	1	-1	1	-6	-7	19
COc1ccc(OC)c(Nc2nc(-c3sc(NC(=O)CC(C)C)nc3C)cs2)c1	1	2	1	0.7	1.1	-5	0.8	-1	4	29
O=C(c1cccnc1)N1CCN(c2c(Cl)cccc2[N+](=O)[O-])CC1	1	5	1	1	1.1	-9	1	0	-5	4
COc1ccc(C(OC(=O)c2c(C)noc2C)C(=O)NC2CCCC2)cc1 (configuration not stated)	1	4	1	1	1	3	1	2	-4	2
O=C(CCC1CCCN(C(=O)CCC(F)(F)F)C1)NCc1ccc(F)c(F)c1 (configuration not stated)	1.1	3	0.9	0.8	1.1	-4	0.9	-5	-5	17

Screening results from PubChem.
